Caspase-1 inhib – caspase-1 (human) inhibition, allosteric or competitive; P29466; Caspase-1 enzyme, Ac-WEHD-AFC fluorogenic rate; Potency, µM (top dose mostly 57.5 µM), for the others: top-dose activity change, negative = inhibition, usual class: inhibitors; actives 0.03% (n = 75,000); AID 900;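 also: potency is read from the fitted curve at half-maximal effect; plate controls were vehicle for no effect and no substrate for full effect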
HADH2 inhib – inhibitors of human HADH2 dehydrogenase | recombinant HADH2, NADH fluorescence, beta-hydroxybutyryl-CoA | Potency, µM (titrated, usually from 57.1 µM), without a hit: at the highest dose activity change, negative = inhibition, most hits filed as inhibitors | actives 3.4% (n = 73,000) | AID 886; also: potency is read from the fitted curve at half-maximal effect; % is scaled to controls: 0 for no effect and ±100 for the full control effect; nearly all actives have a fitted effect of over 60% in size; many of its hits are not listed in these tables
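20 nM HADH2 + cpd, 15 min RT; add 1 mM NAD+/90 uM beta-hydroxybutyryl-CoA; kinetic fluorescence 360/450 nm, 4 min. Tris-HCl pH 9.0, 0.01% Tween-20.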
Casp7 inh – caspase-7 (human) inhibition, allosteric or competitive; actives 0.02% (n = 75,000); P55210; recombinant caspase-7, Ac-DEVD-AFC fluorescence rate; Potency, µM (series often up to 57.5 µM), without a hit: at the highest dose activity change, negative = inhibition, hits mostly inhibitors; active = well fitted inhibition curve with a large enough effect in the main read-out, with a control signal flat, not every such curve was filed as active; inconclusive = small, poorly fitted or top-dose-only effect, or a change in a side signal; also: potency is read from the fitted curve at half-maximal effect; % of control where 0% means no effect
15-hLO inh – blocks human 15-lipoxygenase activity. AID 887. Potency, µM (top dose mostly 57.1 µM), for the others: top-dose activity change, negative = inhibition, hits mostly inhibitors. actives 1.4% (n = 74,000). P16050. purified 15hLO-1, xylenol orange hydroperoxide absorbance; also: potency is read from the fitted curve at half-maximal effect; % is scaled to controls: 0 for no effect and ±100 for the full control effect; nearly all actives have a fitted effect of over 55% in size
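40 nM 15hLO-1 + cpd, 15 min RT; start w/ 50 uM AA (final), 6 min RT; stop/detect w/ 200 uM XO + 300 uM Fe(II) in 50 mM H2SO4, 30 min; A573/A405. Buffer 25 mM Hepes pH 7.5, 0.01% Triton X-100. No-enzyme wells as negative control.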
Tau filament bind – binders of human tau filaments; P10636; recombinant tau filaments, thioflavin S fluorescence, 15 h; filaments grown with octadecylsulfate alongside compound; Potency, µM (doses to about 57.1 µM), for inactives: at the highest dose activity change, negative = inhibition; actives 2% (n = 71,000);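 also: potency is read from the fitted curve at half-maximal effect; % is scaled to controls: 0 for no effect and ±100 for the full control effect; actives lower thioflavin S fluorescence by blocking filaments or displacing dye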
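His-tagged recombinant human tau (exons 2, 3, 10; 1 uM final) fibrillized with 30 uM sodium octadecylsulfate, 15 h at 37 C, in pH 7.4 HEPES buffer with 10 uM thioflavine S and 5 mM DTT. Reduced ThS fluorescence (450/510 nm) marks activity.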
HEK293 cAMP ctrl – counter-screen for TSHR agonists: cAMP increase in parental HEK293; parental HEK293 CNG cAMP sensor, membrane potential fluorescence; Potency, µM (top dose mostly 57.1 µM), inactives show top-dose activation, most hits filed as activators; actives 2.5% (n = 73,000); also: potency is read from the fitted curve at half-maximal effect; % of control where 0% means no effect; nearly all actives have a fitted effect of over 55% in size
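Parental HEK 293 cells stably expressing a modified CNG channel (no TSHR) report cAMP rise as membrane depolarization. Membrane potential dye with 100 uM RO 20-1724 was loaded for 60 min at room temperature, then compound added for 30 min; fluorescence read at 590 nm.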
DNA Pol III inh – inhibitors of bacterial DNA polymerase III holoenzyme | reconstituted DNA polymerase III holoenzyme replication, biochemical | Potency, µM (top dose mostly 57.1 µM), without a hit: at the top dose activity change, negative = inhibition | actives 0.25% (n = 71,000) | AID 603; also: potency is read from the fitted curve at half-maximal effect; % is scaled to controls: 0 for no effect and ±100 for the full control effect
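Reconstituted *E. coli* holoenzyme (0.35 nM Pol III, 1 nM beta, 154 nM SSB, 2 nM primase) was preincubated with compound for 15 min at RT. Synthesis on 1.4 nM ssM13Gori ran 35 min, then was stopped with PicoGreen/EDTA and read as dsDNA fluorescence.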
USP2a inhib – blocks human ubiquitin-specific protease USP2a; actives 0.1% (n = 60,000); AID 927; USP2a enzymatic assay, qHTS inhibition; Potency, µM (series often up to 38.3 µM), inactives show top-dose activity change, negative = inhibition, most hits filed as inhibitors; O75604;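 also: potency is read from the fitted curve at half-maximal effect; nearly all actives have a fitted effect of over 60% in size; plate controls were DMSO for no effect and NEM full inhibition control for full effect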
Target sequence (O75604 whole entry, looked up): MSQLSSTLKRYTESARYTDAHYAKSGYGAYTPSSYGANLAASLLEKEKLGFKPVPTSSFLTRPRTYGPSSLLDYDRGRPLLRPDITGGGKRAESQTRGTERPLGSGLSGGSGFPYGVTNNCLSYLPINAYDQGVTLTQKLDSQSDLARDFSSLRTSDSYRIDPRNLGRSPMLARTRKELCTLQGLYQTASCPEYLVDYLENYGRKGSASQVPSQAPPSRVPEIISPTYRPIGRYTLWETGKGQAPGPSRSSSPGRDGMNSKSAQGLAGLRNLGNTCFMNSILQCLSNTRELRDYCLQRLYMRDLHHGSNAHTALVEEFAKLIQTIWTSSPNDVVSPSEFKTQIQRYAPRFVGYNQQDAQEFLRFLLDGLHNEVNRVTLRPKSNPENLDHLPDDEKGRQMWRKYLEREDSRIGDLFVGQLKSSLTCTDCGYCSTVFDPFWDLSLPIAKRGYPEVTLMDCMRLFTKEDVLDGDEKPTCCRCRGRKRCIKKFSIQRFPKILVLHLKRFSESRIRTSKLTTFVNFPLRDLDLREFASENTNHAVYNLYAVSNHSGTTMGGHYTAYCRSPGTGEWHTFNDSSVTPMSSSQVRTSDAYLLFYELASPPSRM
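Coupled readout: USP2-cleaved Ub-PLA2 (20nM final) turns over NBD C6-HPC (20uM final), Ex 460nm/Em 535nm after 2.5 h, time-zero read flagging artifacts. Enzyme (20nM final, pH 8.0 Tris) given 30 min RT with compound first; NEM defines full inhibition.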
Rhodamine fluor – rhodamine region autofluorescence | Rhodamine-region fluorescence, 547/598 nm, Tris buffer; active compounds read high | max dye-equivalent concentration, M | actives 0.05% (n = 59,000) | AID 594; in the data active = max dye-equivalent concentration above about 11 nM; inconclusive = between about 1.1 nM and that limit
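Compounds in 100 mM Tris buffer, pH 8.0, were incubated 15 min at room temperature, then read at 547 nm excitation and 598 nm emission. Fluorescence was normalized against a per-plate six-point rhodamine standard curve as dye-equivalent concentration.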
BRCT PPI green – BRCA1 BRCT-phosphoprotein interaction inhibition | BRCA1 BRCT-phosphopeptide binding, green fluorescence polarization | Potency, µM (highest dose often 76.9 µM), for inactives: at the top dose activity change, negative = inhibition, most hits filed as inhibitors | actives 0.05% (n = 75,000);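 also: potency is read from the fitted curve at half-maximal effect; plate controls were peptide without protein for full effect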
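Compounds were incubated for 12 min at room temperature with a complex of 100 nM fluorescein-tagged pBACH1 decapeptide and 250 nM His-tagged BRCT protein. Buffer was phosphate pH 7.3 with EDTA, DTT and Tween 20. Disruption of binding lowers the polarization signal.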
BRCT PPI red – inhibitors of human BRCA1 BRCT-phosphoprotein interaction (red fluorophore); P38398; BRCT-phosphopeptide binding, red fluorescence polarization; Potency, µM (titrated, usually from 76.9 µM), for inactives: at the highest dose activity change, negative = inhibition, usual class: inhibitors; actives 0.03% (n = 75,000); also: % is scaled to controls: 0 for no effect and ±100 for the full control effect
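Rhodamine-labelled pBACH1 10-mer (100 nM) bound to BRCT domain (100 nM) at pH 7.3; compounds incubated 12 min room temperature, polarization read. Free peptide defines full inhibition; unlabelled decapeptide titrated as control.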
Numbers without * were called inactive; i = inactive; ? = inconclusive; . = not tested or not shown; [ ] = remark or other dose. Unless noted, calls follow the shape of the dose curve; as a rule, active = well fitted curve in the direction sought with a large enough effect; inconclusive = small, poorly fitted or top-dose-only effect, or another doubt; inactive = no such curve, though single readings can be large; an effect the other way counts as inactive or inconclusive. These rows are one share of the data; count on the stated rates, not on these rows.

SMILES	Caspase-1 inhib	HADH2 inhib	Casp7 inh	15-hLO inh	Tau filament bind	HEK293 cAMP ctrl	DNA Pol III inh	USP2a inhib	Rhodamine fluor	BRCT PPI green	BRCT PPI red
O=C(CC1SC(=O)N(c2ccccc2)C1=O)Nc1ccccc1 (stereo not drawn)	-3%	-20%	-6%	-8%	9%	-11%	-3%	-2%	i	-0.8%	0.4%
c1ccc(CCn2nnnc2C(c2cccnc2)N2CCN(c3nc4ccccc4s3)CC2)cc1 (stereo not drawn)	-3%	-9%	-7%	1%	27%	30%	-6%	32%[activator]	i	-0.7%	-1.5%
Cc1cc2c(ccc3c2no[n+]3[O-])nn1	-1%	-9%	-3%	11%	-22%	0%	-2%	-3%	i	-1.4%	-1.5%
Cc1c(Cc2ccccc2)c(=O)oc2c(C)c(OCc3nn[nH]n3)ccc12	-1%	20µM*	-5%	5%	0%	13%	-2%	14%	i	6.3%	2.3%
Cc1cc(NS(=O)(=O)c2ccc(Cl)cc2)nn1CC(=O)NCc1ccco1	0%	-11%	1%	0%	-14%	6%	-5%	2%	i	-2.1%	0.1%
O=C(Nc1ccc(Cl)c(Cl)c1)N1CCSC1c1ccco1 (stereo not drawn)	5%	-3%	-2%	-19%	-7%	?	1%	13%	i	2.5%	-1.3%
Cc1ccc(-c2nc(NC(=O)CSc3nnc4scc(-c5ccccc5)n34)ns2)cc1	-4%	12%	-2%	-11%	i	25%	-4%	.	.	-1.7%	-3.1%
Cc1noc(C)c1-c1cncnc1N(C)Cc1ccco1	-1%	-27%	-2%	18%	4%	?	-10%	32%[activator]	i	-2.0%	-1.4%
CCOC(=O)N1CCC(Nc2c(N3CCN(c4cccc(C(F)(F)F)c4)CC3)c(=O)c2=O)CC1	2%	4%	-3%	-16%	11%	0%	-3%	31%[activator]	i	-4.7%	-0.6%
Cc1ccc(C(=O)CC2(O)C(=O)N(C)c3ccc(Br)cc32)c(C)c1 (stereo not drawn)	2%	-6%	-2%	-24%	-2%	10%	-3%	.	.	-2.0%	0.2%
C=CCc1cccc2cc(C(=O)NC(C)(C)C)c(=O)oc12	-1%	?	0%	2%	-7%	2%	-4%	10%	i	-1.9%	0.6%
O=C(CSc1nnc(COc2ccccc2Cl)o1)NC(=O)NC1CCCC1	-2%	3%	-4%	-1%	8%	28%	-3%	9%	i	-2.0%	-3.1%
C/C(=C\C(=O)Nc1nccs1)c1ccccc1	4%	2%	-1%	8%	7%	3%	0%	-3%	i	-1.6%	1.4%
CC(=O)N(CN1C(=O)c2ccccc2C1=O)c1ccccc1	2%	9%	1%[0.00368 µM]	?	2%	-1%	-5%	-8%	i	-1.8%	-0.9%
O=C(O)CCCNS(=O)(=O)c1ccc2ccccc2c1	4%	1%	-1%	5%	9%	16%	0%	4%	i	-0.5%	1.9%
CC1CCN(S(=O)(=O)c2cccc(C(N)=O)c2)CC1	-2%	1%	0%	4%	1%	-3%	-5%	-13%	i	-2.1%	0.3%
CSc1nsc(SCc2ccc(F)cc2)n1	1%	-22%	-2%	-14%	-2%	22%	5%	-9%	i	-2.0%	-1.7%
O=C(O)c1ccccc1OCCOc1ccccc1	4%	7%	0%	13%	0%	15%	1%	-2%	i	-2.0%	-1.0%
O=C(OCc1c(Cl)cccc1Cl)c1cccnc1	-1%	1%	-2%	1%	-20%	10%	0%	3%	i	-0.2%	-0.6%
CCCN(CCC)CCNC(=O)c1cc2c(C)nc3ccccc3c2o1	1%	3%	-1%	-4%	40%	15%	-5%	30%	i	3.2%	-2.7%
CCOc1ccccc1N(CC(=O)Nc1ccc2c(c1)OCO2)S(C)(=O)=O	0%	8%	0%	-4%	-3%	7%	-4%	1%	.	-1.1%	0.0%

Three of the entries above in order of their number in Caspase-1 inhib, highest first:
SMILES	Caspase-1 inhib
O=C(Nc1ccc(Cl)c(Cl)c1)N1CCSC1c1ccco1 (stereo not drawn)	5%
CCOc1ccccc1N(CC(=O)Nc1ccc2c(c1)OCO2)S(C)(=O)=O	0%
Cc1cc2c(ccc3c2no[n+]3[O-])nn1	-1%

Three of these compounds in a different format:
Results follow in this order: Caspase-1 inhib	HADH2 inhib	Casp7 inh	15-hLO inh	Tau filament bind	HEK293 cAMP ctrl	DNA Pol III inh	USP2a inhib	Rhodamine fluor	BRCT PPI green	BRCT PPI red
O=C(CC1SC(=O)N(c2ccccc2)C1=O)Nc1ccccc1 (stereo not drawn)
    -3%	-20%	-6%	-8%	9%	-11%	-3%	-2%	i	-0.8%	0.4%
c1ccc(CCn2nnnc2C(c2cccnc2)N2CCN(c3nc4ccccc4s3)CC2)cc1 (stereo not drawn)
    -3%	-9%	-7%	1%	27%	30%	-6%	32%[activator]	i	-0.7%	-1.5%
Cc1cc2c(ccc3c2no[n+]3[O-])nn1
    -1%	-9%	-3%	11%	-22%	0%	-2%	-3%	i	-1.4%	-1.5%

Bioassay records from PubChem BioAssay.
